Screening data as filed in PubChem.
LmPK inh: qHTS Assay for Inhibitors of Leishmania Mexicana Pyruvate Kinase (LmPK); AID 1721, 2009; purified LmPK, Kinase-Glo ATP luminescence, 1 h; hit rate 0.37% among 290,000; Q27686; Potency, µM (top dose mostly 57.5 µM), inactives show at the highest dose activity change, negative = inhibition, actives largely listed as inhibitors; also: potency is read from the fitted curve at half-maximal effect; % is scaled to controls: 0 for no effect and ±100 for the full control effect
Target sequence (Q27686 whole entry, looked up): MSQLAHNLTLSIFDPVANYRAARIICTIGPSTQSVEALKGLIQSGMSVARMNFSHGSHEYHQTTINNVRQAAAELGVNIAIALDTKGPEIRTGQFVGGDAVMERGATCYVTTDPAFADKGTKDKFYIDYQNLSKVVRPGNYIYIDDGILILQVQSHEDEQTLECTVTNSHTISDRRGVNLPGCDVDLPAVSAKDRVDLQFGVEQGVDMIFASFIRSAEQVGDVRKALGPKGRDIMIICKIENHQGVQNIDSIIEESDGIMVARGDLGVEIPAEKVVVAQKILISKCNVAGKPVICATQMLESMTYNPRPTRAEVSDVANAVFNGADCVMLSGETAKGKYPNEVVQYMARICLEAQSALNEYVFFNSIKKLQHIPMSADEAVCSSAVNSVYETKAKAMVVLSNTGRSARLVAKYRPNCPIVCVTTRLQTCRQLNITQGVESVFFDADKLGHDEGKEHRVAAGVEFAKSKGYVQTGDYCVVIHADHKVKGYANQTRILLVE
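Kinase-Glo luminescence read after 1 h RT reaction of 0.1 nM LmPK with 0.5 mM PEP and 0.1 mM ADP. Activity scaled between uninhibited and enzyme-free controls.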
AMA1 RON2 block: qHTS for Inhibitors of AMA1-RON; Towards Development of Antimalarial Drug Lead: Primary Screen; AID 720542, 2013; hit rate 0.2% among 360,000; Potency, µM (highest dose often 58.2 µM), inactives show at the top dose activity change, negative = inhibition, actives largely listed as inhibitors; AlphaScreen AMA1-biotinylated RON2 peptide binding;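 also: potency is read from the fitted curve at half-maximal effect; 0% = vehicle wells and -100% = peptide control; nearly all actives have a fitted effect of over 45% in size; some results filed as inactive show a strong effect at the top dose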
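AMA1 (3D7) with his tag at 25 nM final met compounds first, then biotinylated RON2 peptide at 25 nM; detection used donor plus acceptor beads, 10 µg/mL apiece, read by AlphaScreen after 30 min at room temperature.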
Pf growth 48h: Primary qHTS for delayed death inhibitors of the malarial parasite plastid, 48 hour incubation | P. falciparum luciferase growth in erythrocytes, 48 h | Potency, µM (doses to about 28.7 µM), inactives show at the top dose activity change, negative = inhibition, hits mostly inhibitors | hit rate 5.9% among 310,000; also: potency is read from the fitted curve at half-maximal effect; % is scaled to controls: 0 for no effect and ±100 for the full control effect
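Compounds are pin-transferred into medium, infected erythrocytes (2% hematocrit, 0.1% parasitemia final) are added, and plates sit one parasite generation at 37 C in 5% CO2. Detection reagent is then added and luminescence measured.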
CHX counter: Cycloheximide Counterscreen for Small Molecule Inhibitors of Shiga Toxin. cell reporter, cycloheximide protein synthesis inhibition counterscreen. max response, %. hit rate 12% among 300,000; in the data active = max response mostly above about 13%, no sharp cut-off; inactive = mostly below about 14%; also: read at 38.3 µM for the half of the compounds with a filed dose; 0% is about no effect
Pf growth 96h: Primary qHTS for delayed death inhibitors of the malarial parasite plastid, 96 hour incubation; hit rate 6.9% among 320,000; AID 504834, 2011; Potency, µM (doses to about 28.7 µM), without a hit: at the top dose activity change, negative = inhibition, usual class: inhibitors; P. falciparum luciferase reporter growth, 96 h; also: potency is read from the fitted curve at half-maximal effect; % is scaled to controls: 0 for no effect and ±100 for the full control effect
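Plates of compound plus infected erythrocytes (2% hematocrit, 0.05% parasitemia final) incubate 96 hours, 37 C, 5% CO2. Detection reagent added; reduced luminescence from the parasites' luciferase reporter flags inhibition.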
Shiga inhibitor: A qHTS for Small Molecule Inhibitors of Shiga Toxin | Vero cells, Shiga toxin protein synthesis inhibition reporter | inhibition, % at 38.7 µM | hit rate 9.2% among 290,000 | AID 2315, 2010; in the data active = inhibition mostly above about 28%, no sharp cut-off; inactive = mostly below about 43%; also: 0% is about no effect
Tb PYK inh: qHTS of Trypanosoma Brucei Inhibitors; TbPYK enzyme, Kinase-Glo Plus ATP luminescence, 45 min; hit rate 0.12% among 410,000; pyruvate kinase (Trypanosoma brucei), Q57TT1; Potency, µM (top dose mostly 76.8 µM), without a hit: at the highest dose activity, negative = inhibition, usual class: inhibitors; also: potency is read from the fitted curve at half-maximal effect; % is scaled to controls: 0 for no effect and ±100 for the full control effect; nearly all actives have a fitted effect of over 50% in size
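In this concentration-response screen, enzyme-free wells defined baseline while DMSO plates tracked drift. Each reaction combined TbPYK, substrate, compound and 130 uM ADP for 45 min at room temperature. Kinase-Glo Plus luminescence gave the signal.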
* = called active by the depositor; u = inconclusive; x = no result given; [ ] = another dose, or the depositor's remark. Unless noted, calls follow the shape of the dose curve; as a rule, active = well fitted curve in the direction sought with a large enough effect; inconclusive = small, poorly fitted or top-dose-only effect, or another doubt; inactive = no such curve, though single readings can be large; an effect the other way counts as inactive or inconclusive. Random draw from the library; about 21% have a hit in one of these screens.

SMILES	LmPK inh	AMA1 RON2 block	Pf growth 48h	CHX counter	Pf growth 96h	Shiga inhibitor	Tb PYK inh
CCn1c(SCC(=O)N2CCC(C(N)=O)(N3CCCCC3)CC2)nnc1-c1ccccc1	3%	5%	21%	8	-16%	14	-4%
COc1ccc(CC(=O)NCc2nnc(SCc3ccc([N+](=O)[O-])cc3)n2C)cc1	2%	-6%	8%	-3	u	3	-3%
O=C1CC(Nc2ccc(N3CCOCC3)cc2)C(=O)N1C1CCCCC1 (centres undefined)	-5%	-1%	28%	-3	x	-1	-18%
O=C(NCCc1ccccc1)C1CCC(CNc2c(N3CCCCC3)c(=O)c2=O)CC1 (centres undefined)	1%	18%	-21%	-3	12µM*	-5	-1%
COc1ccc(C(=O)C2CCCN(Cc3ccc4nonc4c3)C2)cc1F (centres undefined)	-3%	-12%	-11%	-3	11%	-12	1%
CC1CN(C(=O)CCC(=O)NCc2ccc(Cl)cc2)c2ccccc2S1 (centres undefined)	3%	17%	10%	0	22%	-2	3%
Cc1ccccc1NC(=O)c1ccccc1NS(=O)(=O)c1cccc2cccnc12	5%	0%	-13%	-3	146%[activator]	-2	2%
CN(CC(=O)NCc1ccccn1)S(=O)(=O)c1ccc(Br)cc1	4%	13%	-2%	-3	-5%	-7	2%
Cc1ccc([C@@H]2CC=C(C(=O)O)CN2S(=O)(=O)c2ccccc2C)cc1	x	1%	u	x	82%[activator]	x	-1%
Cc1ccc(NC(=O)CN(C)C(=O)C(Sc2ccccc2)c2ccccc2)cc1 (centres undefined)	x	-2%	u	x	u	x	-4%
Cc1ccc(SCc2cc(=O)[nH]c(/N=C(\N)Nc3ccccc3Sc3ccccc3)n2)cc1	6%	-7%	u	-1	10µM*	2	-3%
C(=N\n1cnnc1)/c1ccc2c(c1)OCO2	16%	-8%	x	-2	-6%	-9	0%
Cc1ncc(CO)c(/C=N/NC(=O)c2ccc(Br)cc2)c1O	0%	x	u	1	u	-6	x
CCn1c(=O)c2c(n3c(=S)[nH]nc13)-c1ccccc1CC21CCCCC1	14µM*	18%	-2%	-6	2%	-3	u
O=C1COc2ccc(C(=O)COC(=O)Cc3ccc(Cl)cc3)cc2N1	1%	9%	-26%	-2	3%	-1	-1%
Cc1ccc(S(=O)(=O)NC2=NCN(C(C)C)CN2)cc1	-6%	11%	-10%	0	u	2	-1%
CSc1nc(Cl)cc(N2CCOCC2)n1	-2%	-12%	94%[activator]	19	154%	19	-3%
CC(=O)c1sc(NC(=O)c2cccc3ccccc23)nc1C	5%	-1%	65%[activator]	36*	x	31	2%
c1cncc(C2CCCCN2)c1 (centres undefined)	-3%	17%	13%	-3	26%	6	0%
O=C(CSc1nc2ccccc2[nH]1)Nc1ccc(N2CCOCC2)cc1	-7%	-1%	u	16*	u	30*	-4%

Pulled one by one from the list above (six):
SMILES	LmPK inh	AMA1 RON2 block	Pf growth 48h	CHX counter	Pf growth 96h	Shiga inhibitor	Tb PYK inh
C(=N\n1cnnc1)/c1ccc2c(c1)OCO2	16%	-8%	x	-2	-6%	-9	0%
O=C(CSc1nc2ccccc2[nH]1)Nc1ccc(N2CCOCC2)cc1	-7%	-1%	u	16*	u	30*	-4%
CCn1c(=O)c2c(n3c(=S)[nH]nc13)-c1ccccc1CC21CCCCC1	14µM*	18%	-2%	-6	2%	-3	u
COc1ccc(CC(=O)NCc2nnc(SCc3ccc([N+](=O)[O-])cc3)n2C)cc1	2%	-6%	8%	-3	u	3	-3%
O=C(NCCc1ccccc1)C1CCC(CNc2c(N3CCCCC3)c(=O)c2=O)CC1 (centres undefined)	1%	18%	-21%	-3	12µM*	-5	-1%
CN(CC(=O)NCc1ccccn1)S(=O)(=O)c1ccc(Br)cc1	4%	13%	-2%	-3	-5%	-7	2%

Later entries.
SMILES	LmPK inh	AMA1 RON2 block	Pf growth 48h	CHX counter	Pf growth 96h	Shiga inhibitor	Tb PYK inh
COCCCNC(=O)c1cc(C)nn1-c1ccccc1	2%	-8%	-2%	3	-5%	-5	-4%
CCOC(=O)C(Cc1ccc(O)cc1)NC(=O)CCc1c[nH]c2ccccc12 (centres undefined)	-6%	-7%	-23%	-2	11%	-3	2%
COc1ccc(CC(=O)N2CCN(c3ccccc3)CC2)cc1	3%	-8%	-11%	9	10%	-5	4%
N#CCC(=O)Nc1ccc(C(=O)NNC(=O)CCN2CCN(c3ccccc3)CC2)cc1	x	78%[activator]	u	x	u	x	0%
Cc1ccc(C(=O)N2CCOCC2)cc1S(=O)(=O)Nc1cccc(C)c1C	-4%	5%	-4%	-4	u	-10	-10%
O=C(Cn1cnc2c(nnn2Cc2ccc(Cl)cc2)c1=O)c1ccccc1	-1%	1%	16%	1	u	12	-2%
Cc1c(C(=O)NCc2cccnc2)sc2ncn(CC(=O)N3CCCCC3C)c(=O)c12 (centres undefined)	-1%	3%	-12%	2	0%	-17	1%
COCC1CCCCN1Cc1cn(-c2ccccc2)nc1-c1ccc2c(c1)OCO2 (centres undefined)	3%	-1%	u	7	u	10	4%
CCOC(=O)C1=C(C)Nc2ccccc2N/C1=N\S(=O)(=O)c1ccc(Cl)cc1	x	46%[activator]	-10%	x	6%	x	-3%
Cc1ccc(CN2CCN(CC(=O)N3CCc4ccccc4C3)C2=O)cc1	2%	x	-6%	-2	17µM*	-28	x
Cc1nc2cc(-c3ccc(F)cc3)[nH]n2c(=O)c1C	-9%	5%	6%	32*	u	84*	-2%
COCC(=O)OCC(=O)Nc1ccccc1-c1ccccc1	0%	7%	108%[activator]	-3	4%	-5	-4%
O=C(COC(=O)CCS(=O)(=O)c1ccc(F)cc1)NC1CCCCC1	x	0%	-26%	x	-2%	x	-6%
O=C(Nc1ccc(Cl)cc1)c1nc[nH]c1C(=O)NCc1ccccc1	x	117%[activator]	-20%	x	u	x	-5%
O=C(CCCN1C(=O)c2ccccc2C1=O)NC1=NCCS1	4%	5%	19%	-1	u	-15	6%
Cc1cccc(CSc2ncnc3ccccc23)c1	9%	28%	16%	22*	43%[activator]	62*	6%
O=C(Nc1cccc(-c2nc3ccccc3c(=O)o2)c1)c1ccccc1	-5%	4%	18%	12	u	-5	0%
CCOC(=O)C1(C)NC(c2cccs2)C2C(=O)N(c3ccc(C)cc3)C(=O)C21 (centres undefined)	-7%	11%	-7%	-5	-42%[5.75 µM]	-6	-1%
CCOC(=O)c1c(C)[nH]c(C)c1C(=O)CSc1nncs1	-3%	-6%	8%	-1	2%	-17	-6%
Cc1ccc(-n2cnc3c(sc4nccc(N(C)C)c43)c2=O)cc1	4%	2%	-11%	14	2%	25	5%
COc1ccc(CNC(=O)CNC(=O)c2cccs2)c(OC)c1	-1%	-4%	47%[activator]	1	22%	15	-5%
CC(Oc1ccccc1)C(=O)Nc1ccc(S(=O)(=O)N2CCN(C)CC2)cc1 (centres undefined)	x	-6%	u	x	0.066µM*	x	7%
CC1(C)Cc2cccc(C(=O)Nc3ccncc3)c2O1	7%	7%	u	-2	u	-9	2%
CC(OC(=O)c1ccccn1)C(=O)Nc1ccc2c(c1)OCCO2 (centres undefined)	x	0%	13%	x	3%	x	-6%
COc1ccc(OCCCC(=O)OCC(=O)Nc2sccc2C(N)=O)cc1	x	27%	30%[activator]	x	7%	x	3%
CCOc1cc(/C=C2\C(=O)N(CCc3ccc(OC)c(OC)c3)C(C)=C2C(=O)OC)ccc1O	3%	-16%	12µM*	2	u	-3	-13%
COc1ccc(-c2sc3ccc(OC)cc3c2C#CCCO)cc1	1%	-5%	-18%	-2	u	-5	-5%
COc1cccc(NC(=O)NNS(=O)(=O)c2ccc(OC)cc2OC)c1	5%	-14%	8%	-2	100%[activator]	-5	-6%
O=C(Cc1cccs1)NC1(C(=O)NC2CCCC2)CCCCC1	1%	-2%	-1%	2	u	-13	-3%
COc1ccc(/C=C\C(=O)NCC(=O)N/N=C/c2cccc(OC)c2O)cc1	-4%	103%[activator]	0%	14	70%[activator]	12	-19%
COC(=O)c1ccc(C2NC(=O)c3c(sc(C)c3C)N2)cc1 (centres undefined)	4%	-4%	-7%	15	-4%	-3	-26%
COC(=O)c1ccc(NC(=O)C(=O)N2CCN(C(=S)Nc3cccc(C)c3C)CC2)cc1	-1%	-7%	3%	-1	0.47µM*	-6	-9%
Clc1ccc(-c2nnc(C34CC5CC(CC(C5)C3)C4)o2)cn1	-1%	1%	x	-3	13%	-16	-22%
CCCCC(=O)Nc1cccc(NC(=O)c2ccc3c(c2)OCO3)c1	-5%	7%	8%	14*	54%[activator]	12	0%
Cc1csc(N/N=C\c2cccnc2)n1	10%[11.5 µM]	27%	-10%	58*	19%	91*	-2%
Cc1nc2ccccc2c(=O)n1-c1cccc([N+](=O)[O-])c1	18%	-5%	32%	0	u	x	2%
O=C(CSc1nnc(C2COc3ccccc3O2)o1)N1CCN(c2ccccc2)CC1 (centres undefined)	-1%	-1%	-14%	31	-6%	54	-6%
C/C(CC1CC(C)(C)OC1=O)=N\NC(N)=S (centres undefined)	1%	79%[activator]	27%	2	-12%	29	-2%
Cc1cc(C)n2nc(SCC(=O)NC3CCCCC3C)nc2n1 (centres undefined)	0%	5%	u	10	u	-14	-1%
CC(C)Cc1nnc(NC(=O)CS(=O)(=O)Cc2ccccc2)s1	-2%	25%	16%	1	17%	-2	-6%
COc1cccc2cc(C(C)N(CCCN3CCOCC3)C(=S)Nc3ccccc3C)oc12 (centres undefined)	-3%	-10%	u	-1	2%	6	-2%
CC(C)(C)NC(=O)C(OC(=O)c1cccs1)c1ccc(F)cc1 (centres undefined)	5%	-2%	-4%	9	260%[activator]	-8	0%
O=[N+]([O-])c1ccc(CSc2nnc3ccccn23)cc1	2%	-1%	12%	7	3%	6	0%
CCOC(=O)c1nnn(CC(=O)N2N=C(c3cc(C)ccc3C)CC2c2ccc(OC)cc2)c1C(=O)OCC (centres undefined)	1%	-4%	15µM*	-6	9.3µM*	-9	0%
O=C(O)CSCC(=O)Nc1cccc2ccccc12	6%	-12%	-4%	0	x	-4	0%
COc1ccccc1CNc1nc(SC)ncc1CO	-1%	-23%	4%	-1	6%	-9	-8%
Cc1cc(C(F)(F)F)c2c(N)c(C(=O)Nc3cc(C)on3)sc2n1	-3%	20%	159%[activator]	55*	u	117*	-15%
O=C(CCCn1c(=O)[nH]c2cc(Cl)ccc2c1=O)NCCCN1CCCC1=O	-5%	-3%	x	12	5%	-9	4%
O=S(=O)(c1ccccc1)N(C1=NCCS1)S(=O)(=O)c1ccccc1	4%	12%	5%	-1	u	-16	-15%
Cc1cc(C)cc(Oc2coc3c(CN(C)C)c(O)ccc3c2=O)c1	-14%	0%	-10%	-2	u	4	-1%
Cc1oc(C(=O)O)cc1COc1ccc2c(C)cc(=O)oc2c1	6%	10%	3%	-1	2.1µM*	-5	-6%
